CCR6 antag: blocks CCL20-driven beta-arrestin recruitment at human CCR6; P51684; CHO-K1 CCR6 PathHunter beta-arrestin, luminescence, CCL20-stimulated; inhibition, % at 20 µM; 340,000 compounds, 0.49% hits; AID 493098;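 active = compounds whose inhibition of the agonist-driven luminescence signal at 20 µM reaches about 50%, limit read from the data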;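 also: cells stimulated with CCL20 at 14 nM final; plate controls were DMSO with CCL20 for no effect and DMSO without agonist for full effect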
Gli-Sufu block: blocks Gli-Sufu signaling in a luciferase reporter; 340,000 compounds, 0.74% hits; Sufu-KO-LIGHT fibroblasts, Gli luciferase reporter luminescence; AID 588413; inhibition, % at 5 µM;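 active = inhibition above about 55%, limit read from the data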;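 also: 0% = DMSO-treated cells and 100% = wells with medium but no cells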
EBI2 antag: blocks human EBI2 receptor beta-arrestin signaling; P32249; EBI2 beta-arrestin recruitment, luminescence, 7a,25-OHC stimulated; inhibition, % at 5 µM; 360,000 compounds, 0.81% hits; AID 651636; in the data active = inhibition above about 38%;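 also: enzyme fragment complementation signal reports receptor beta-arrestin coupling in cells; 0% = agonist plus DMSO wells and 100% = wells without agonist; some results beyond the cut were filed as inactive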
697 NFkB inh: lowers PMA/ionomycin-induced NF-kB signal in 697 B cells. 697 B-cell NF-kB luciferase reporter, 16 h. 330,000 compounds, 0.33% hits. inhibition, % at 4 µM; in the data active = inhibition above about 35%
APJ antag: antagonists of human APJ apelin receptor. P35414. CHO-K1 APJ beta-arrestin complementation, luminescence. inhibition, % at 20 µM. 330,000 compounds, 0.32% hits. AID 2521;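 active = inhibition above about 40% at 20 µM, limit read from the data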;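 also: cells challenged with 10 nM apelin-13 agonist together with compound; plate controls were apelin-13 plus DMSO wells for no effect and DMSO wells lacking apelin-13 for full effect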
Target sequence (P35414 whole entry, looked up): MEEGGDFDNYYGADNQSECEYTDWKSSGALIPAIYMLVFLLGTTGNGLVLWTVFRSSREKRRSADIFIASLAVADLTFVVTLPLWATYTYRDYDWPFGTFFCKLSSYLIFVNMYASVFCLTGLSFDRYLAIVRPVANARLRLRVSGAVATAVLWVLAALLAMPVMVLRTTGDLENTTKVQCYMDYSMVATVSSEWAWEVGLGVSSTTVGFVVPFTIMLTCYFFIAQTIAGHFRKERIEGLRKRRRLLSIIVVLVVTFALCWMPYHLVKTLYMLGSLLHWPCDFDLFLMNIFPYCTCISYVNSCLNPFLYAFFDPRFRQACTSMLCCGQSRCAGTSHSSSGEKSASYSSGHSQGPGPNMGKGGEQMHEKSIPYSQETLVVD
Jurkat NFkB inh: lowers PMA/ionomycin-induced NF-kB signal in Jurkat cells; PMA/ionomycin-induced NF-kB luciferase reporter, luminescence; inhibition, % at 4 µM; 330,000 compounds, 0.53% hits; AID 435003; in the data active = inhibition above about 50%
CXCR6 block: blocks human CXCR6 beta-arrestin recruitment | CHO-K1 PathHunter CXCR6 beta-arrestin, luminescence | O00574 | inhibition, % at 20 µM | 360,000 compounds, 0.36% hits; in the data active = inhibition above about 34%, passing the limit was not always enough;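 also: antagonist mode with CXCL16 agonist at 10 nM final; 0% = 10 nM CXCL16 with DMSO and 100% = unstimulated wells without agonist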
Target sequence (O00574 whole entry, looked up): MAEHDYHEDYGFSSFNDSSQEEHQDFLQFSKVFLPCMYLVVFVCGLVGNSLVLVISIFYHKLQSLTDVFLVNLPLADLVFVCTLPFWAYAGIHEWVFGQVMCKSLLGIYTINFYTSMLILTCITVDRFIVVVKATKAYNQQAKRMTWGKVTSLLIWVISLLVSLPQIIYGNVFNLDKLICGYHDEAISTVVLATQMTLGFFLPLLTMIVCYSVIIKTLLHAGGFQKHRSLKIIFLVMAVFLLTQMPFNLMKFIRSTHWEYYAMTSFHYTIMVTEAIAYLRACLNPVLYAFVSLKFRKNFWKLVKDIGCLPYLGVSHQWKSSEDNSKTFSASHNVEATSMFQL
UBC13 polyUb: blocks human UBC13 polyubiquitin chain formation; 330,000 compounds, 0.47% hits; inhibition, % at 20 µM; P61088; TR-FRET; in the data active = inhibition above about 45%, passing the limit was not always enough
Target sequence (P61088 whole entry, looked up): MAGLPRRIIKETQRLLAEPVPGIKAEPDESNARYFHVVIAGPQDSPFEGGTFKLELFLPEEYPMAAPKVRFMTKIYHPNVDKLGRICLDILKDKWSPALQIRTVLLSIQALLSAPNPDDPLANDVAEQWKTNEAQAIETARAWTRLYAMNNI
* = called active by the depositor; · = not tested or not shown.

SMILES	CCR6 antag	Gli-Sufu block	EBI2 antag	697 NFkB inh	APJ antag	Jurkat NFkB inh	CXCR6 block	UBC13 polyUb
CN(CC(=O)Nc1ccc2c(c1)OCO2)CC(=O)Nc1ccc(F)c(F)c1F	5	4	6	-13	9	2	2	8
Cc1ccc(S(=O)(=O)N2CCN(C(=O)c3cc(=O)c4ccccc4o3)CC2)cc1	11	7	46*	6	14	2	0	0
O=C(COc1ccccc1)Nc1nnc(-c2ccc(Cl)cc2)o1	-11	-5	-10	-19	-36	12	0	-15
COC(=O)/C=C/c1ccccc1S(=O)(=O)N(Cc1ccccc1)Cc1ccco1	29	9	3	-90	12	56*	0	0
O=C(COC(=O)C1CC2CCCC(C1)C2=O)Nc1cccc(F)c1 (stereo not drawn)	10	-1	2	-5	-9	8	-4	-6
O=C(c1ccc([N+](=O)[O-])cc1)N1CCN(C(=O)C2CCCCC2)CC1	-8	-2	19	-11	5	15	-2	-4
COc1cccc(NC(=O)COC(=O)c2ccccc2F)c1	-11	0	-5	-25	-2	8	1	-12
O=C1C2C3CCCC3=C3CCCC3C2C(=O)N1c1ccccc1 (stereo not drawn)	3	3	-1	6	-7	-14	0	0
CCOC(=O)Cc1csc(NC(=S)NC(=O)c2ccccc2)n1	35	-1	2	-12	27	-4	15	-2
CC(C)c1ccc(N(C(=O)C(F)(F)F)C(C(=O)NC2CCCCC2)c2ccncc2)cc1 (stereo not drawn)	-4	6	-2	9	-16	-33	-3	0
COc1ccc(Cl)cc1NC(=O)CSc1sc2c(O)cc(=O)[nH]c2c1C#N	9	7	-6	14	-1	8	6	1
O=C(CSc1nnc(-c2ccccc2)n1-c1ccc(Cl)cc1)NC1CCS(=O)(=O)C1 (stereo not drawn)	-5	2	1	-19	-4	-8	11	2
CCN1CCN(Cc2ccc(NC(=O)c3ccc(C)c(NC(=O)c4nccnc4N)c3)cc2C(F)(F)F)CC1	19	37	-1	14	8	7	-5	13
O=C(NCCC(=O)N1CCc2ccccc21)c1ccco1	12	-53	5	-27	7	-16	-8	7
CO/N=C(/c1nonc1N)N1CCN(c2ccc([N+](=O)[O-])cc2)CC1	-4	-10	-7	14	-13	0	7	-1
CN1CCN(S(=O)(=O)c2cccc(C(=O)Oc3ccc(Br)cc3F)c2)CC1	7	8	6	7	8	12	-2	5
CCOP(=O)(OCC)C(Nc1ccc(C)cc1)c1ccco1 (stereo not drawn)	6	-2	-6	8	9	-1	-5	-3
CCc1ccccc1NC(=O)COC(=O)C1C2CC3OC(=O)C1C3C2 (stereo not drawn)	4	-16	2	-7	2	-25	-6	0
CCC(/C=C1\Sc2ccc(OC)cc2N1CC)=C\c1sc2ccc(OC)cc2[n+]1CCCS(=O)(=O)[O-]	77*	70*	-10	18	18	-6	11	-20
Cn1c(SCC(=O)Nc2ccc(F)cc2)nc2c(c1=O)SCC2	7	16	-1	-46	1	18	2	-7
COc1cc(/C=C2\CCn3c2nc2cc(C(=O)O)ccc2c3=O)ccc1OC(F)F	6	2	-14	-13	-2	-29	2	-7
COc1ccccc1NC(=O)Cc1cccs1	8	-18	-3	-14	10	-15	-2	3
CC(Sc1ccccc1)C(=O)NN=C1CCCCCCC1 (stereo not drawn)	3	-1	-5	15	18	13	-1	8
Cc1cccc(C)c1NC(=O)CCCSc1nnnn1C	-1	4	-12	-4	-3	-19	2	3
COc1ccccc1CCNC(=O)CSc1nc(-c2ccco2)cc(C(F)(F)F)n1	-13	-22	-4	-12	-8	-4	1	0
Cc1nnc(-c2ccc(Cl)cc2)nc1NCCN(C)C	-3	9	-9	-3	13	3	-3	-6
CCCS(=O)(=O)N1CCC(C(=O)NCCCN(C)Cc2ccccc2)CC1	-17	24	-17	14	20	1	6	3
COc1ccc(CNC(=O)Oc2ccccc2)cc1Cl	0	-11	4	15	-15	-5	0	5
CN1CCN(S(=O)(=O)c2cccc(C#N)c2)C(c2ccccc2)C1 (stereo not drawn)	13	-2	3	15	-22	5	-5	-2
O=C(CCCCCn1c(=O)[nH]c2ccsc2c1=O)NCc1cccs1	-4	-3	-4	-1	6	8	15	17
Cc1ccc(C2=N/C(=C\c3cccnc3)C(=O)O2)cc1	7	-5	-5	-1	4	-8	9	12
COc1ccc(C)cc1NS(=O)(=O)c1ccccc1	11	4	-2	·	·	·	-4	·
Cc1ccoc1C(=O)Nc1ccc2ccccc2c1	9	-179	-5	-444	5	-211	2	-4
COc1ccc(C(=O)NC2CCN(C(=O)NC3CCCCC3)CC2)cc1	10	4	-6	-13	6	-2	8	-1
C[C@H](NC(N)=O)C(=O)Nc1ccc(N2CCOCC2)c(S(=O)(=O)Nc2ccc(Cl)cc2)c1	5	3	12	20	-5	-4	-3	16
Cc1ccc(S(=O)(=O)N[C@@H](C)C(=O)OCC(=O)N2c3ccccc3NC(=O)C2(C)C)cc1	11	-9	0	-14	-3	-8	0	-4
Fc1ccccc1NC(=S)Nn1cnnc1	11	-13	7	16	8	2	10	-5
Nc1nonc1C(=O)NCCNS(=O)(=O)c1ccc(F)cc1	-3	-1	-14	11	-1	5	0	2
CC(C)C1Nc2ccc(C(=O)O)cc2C2C=CCC21 (stereo not drawn)	9	6	-7	6	-11	-8	-4	-18
COC(=O)[C@@]1(Cc2ccccc2)C=C[C@@H](C)N1C(C)=O	0	4	-4	15	-4	-14	5	1
Cc1oc(-c2cc(F)cc(F)c2)nc1CN1CCN(C(=O)c2ccco2)CC1	12	5	1	-7	-29	2	1	-1
CCCc1nnc2n1N=C(c1ccc([N+](=O)[O-])cc1)CS2	5	9	1	16	-8	-1	-11	3
O=C(c1cccc(F)c1)N1CCc2ccccc21	-3	-6	7	24	-10	7	-3	4
COC(=O)C1CCN(S(=O)(=O)c2c(C)n(C)c(=O)n(C)c2=O)CC1	11	-18	-12	5	23	6	2	3
O=C(NC1CCCC1)C(c1ccncc1)N(Cc1ccco1)C(=O)c1ccc(-c2ccccc2)[nH]1 (stereo not drawn)	21	-8	9	-23	-2	-11	-2	-15
O=C(Nc1ccnn1C1CCN(Cc2ccc(F)cc2)CC1)C1CC1	0	1	4	-3	-22	3	-2	-4
CCOc1cccc(CN2CCC(Oc3ccc(C(=O)N4CCCC4)cc3)CC2)c1	16	9	-6	-6	13	19	-5	4
O=c1[nH]cnc(O)c1C(c1cccc([N+](=O)[O-])c1)c1c(O)nc[nH]c1=O	13	4	1	12	-3	1	-2	15
CCc1nc(OCCN(C)C)c2oc3ccccc3c2n1	1	-2	-2	0	5	-7	7	-3
Clc1ccc(-c2csc3ncnc(Cl)c23)cc1	12	-24	9	-6	-2	-5	4	1
Cc1sc(NC(=O)C2CCCCC2C(=O)O)c(C(N)=O)c1C (stereo not drawn)	0	-18	8	7	-12	-13	1	4
CCOc1ccc2noc3c2c1C(=O)c1ccccc1-3	11	-17	-6	2	-56	-8	-5	-130
CN(CC(=O)Nc1ccc(N2CCOCC2)cc1)C(=O)CCCOc1ccc(Cl)cc1Cl	6	-3	3	8	4	12	-3	2
CCOC(=O)n1cc(-c2cnc(CNC(=O)C(C)(c3ccccc3)c3ccccc3)o2)c2ccccc21	1	0	·	-3	-38	9	·	-10
O=C(COC(=O)CNS(=O)(=O)c1ccc(Br)cc1Cl)NCCc1ccccc1	3	-1	-22	21	-6	3	-11	-5
CCC1C(=O)N=C(SCC(=O)NC2CCCCC2)NC1=O (stereo not drawn)	-4	-14	-7	30	9	13	-2	5
O=C(Nc1ccc2c(c1)OCCO2)C1CCCN(S(=O)(=O)c2cnc[nH]2)C1 (stereo not drawn)	-5	·	-6	-1	-9	-13	-8	8
COc1cc(C(=O)Nc2cc(C(F)(F)F)ccc2N2CCOCC2)ccc1OCC(=O)N1CCOCC1	6	6	7	6	12	0	-3	-1
O=C(NCc1cccnc1)C(=O)NCC(c1ccco1)N1CCOCC1 (stereo not drawn)	6	2	-14	20	16	9	-8	2

Among those listed so far, these contain a furan ring, fused or not:
SMILES	CCR6 antag	Gli-Sufu block	EBI2 antag	697 NFkB inh	APJ antag	Jurkat NFkB inh	CXCR6 block	UBC13 polyUb
COC(=O)/C=C/c1ccccc1S(=O)(=O)N(Cc1ccccc1)Cc1ccco1	29	9	3	-90	12	56*	0	0
O=C(NCCC(=O)N1CCc2ccccc21)c1ccco1	12	-53	5	-27	7	-16	-8	7
CCOP(=O)(OCC)C(Nc1ccc(C)cc1)c1ccco1 (stereo not drawn)	6	-2	-6	8	9	-1	-5	-3
COc1ccccc1CCNC(=O)CSc1nc(-c2ccco2)cc(C(F)(F)F)n1	-13	-22	-4	-12	-8	-4	1	0
Cc1ccoc1C(=O)Nc1ccc2ccccc2c1	9	-179	-5	-444	5	-211	2	-4
Cc1oc(-c2cc(F)cc(F)c2)nc1CN1CCN(C(=O)c2ccco2)CC1	12	5	1	-7	-29	2	1	-1
O=C(NC1CCCC1)C(c1ccncc1)N(Cc1ccco1)C(=O)c1ccc(-c2ccccc2)[nH]1 (stereo not drawn)	21	-8	9	-23	-2	-11	-2	-15
CCc1nc(OCCN(C)C)c2oc3ccccc3c2n1	1	-2	-2	0	5	-7	7	-3
O=C(NCc1cccnc1)C(=O)NCC(c1ccco1)N1CCOCC1 (stereo not drawn)	6	2	-14	20	16	9	-8	2

Ordered by formula weight (highest first): some entries from above
SMILES	CCR6 antag	Gli-Sufu block	EBI2 antag	697 NFkB inh	APJ antag	Jurkat NFkB inh	CXCR6 block	UBC13 polyUb
COc1cc(C(=O)Nc2cc(C(F)(F)F)ccc2N2CCOCC2)ccc1OCC(=O)N1CCOCC1	6	6	7	6	12	0	-3	-1
O=C(NCc1cccnc1)C(=O)NCC(c1ccco1)N1CCOCC1 (stereo not drawn)	6	2	-14	20	16	9	-8	2
Clc1ccc(-c2csc3ncnc(Cl)c23)cc1	12	-24	9	-6	-2	-5	4	1

Screening results as filed in PubChem.
